# Compound activity deposited in PubChem by The Scripps Research Institute Molecular Screening Center.
# GPR151 ag – activates the human receptor GPR151 | Q8TDV0 | PathHunter beta-arrestin GPR151 cells, luminescence | activation, % at 11.2 µM | 650,000 compounds, 1% hits | AID 1508602; in the data active = activation above about 4.9%;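 also: 0% = median of compound wells and 100% = cells with positive control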
# Target sequence (Q8TDV0 whole entry, looked up): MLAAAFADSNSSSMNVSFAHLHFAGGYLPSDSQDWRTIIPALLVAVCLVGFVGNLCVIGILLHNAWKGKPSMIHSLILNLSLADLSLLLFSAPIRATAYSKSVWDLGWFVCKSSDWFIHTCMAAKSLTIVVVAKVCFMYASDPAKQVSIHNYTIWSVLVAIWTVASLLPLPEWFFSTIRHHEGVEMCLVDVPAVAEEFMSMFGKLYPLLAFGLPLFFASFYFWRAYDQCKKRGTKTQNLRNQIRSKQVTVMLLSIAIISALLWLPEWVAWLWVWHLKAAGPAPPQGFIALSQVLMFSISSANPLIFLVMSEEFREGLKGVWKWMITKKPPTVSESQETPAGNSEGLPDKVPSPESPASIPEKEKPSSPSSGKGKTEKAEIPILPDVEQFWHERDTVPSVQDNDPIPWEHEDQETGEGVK
# FBW7 activator – activators of human E3 ligase FBW7; normalized activity (activation), % at 26.1 µM; Q969H0; 650,000 compounds, 0.13% hits; AID 1259310; AlphaScreen FBW7–phospho-cyclin E peptide binding, activator screen; in the data active = normalized activity above about 1.9%;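 also: purified mutant Fbw7 with reduced substrate affinity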
# Target sequence (Q969H0 whole entry, looked up): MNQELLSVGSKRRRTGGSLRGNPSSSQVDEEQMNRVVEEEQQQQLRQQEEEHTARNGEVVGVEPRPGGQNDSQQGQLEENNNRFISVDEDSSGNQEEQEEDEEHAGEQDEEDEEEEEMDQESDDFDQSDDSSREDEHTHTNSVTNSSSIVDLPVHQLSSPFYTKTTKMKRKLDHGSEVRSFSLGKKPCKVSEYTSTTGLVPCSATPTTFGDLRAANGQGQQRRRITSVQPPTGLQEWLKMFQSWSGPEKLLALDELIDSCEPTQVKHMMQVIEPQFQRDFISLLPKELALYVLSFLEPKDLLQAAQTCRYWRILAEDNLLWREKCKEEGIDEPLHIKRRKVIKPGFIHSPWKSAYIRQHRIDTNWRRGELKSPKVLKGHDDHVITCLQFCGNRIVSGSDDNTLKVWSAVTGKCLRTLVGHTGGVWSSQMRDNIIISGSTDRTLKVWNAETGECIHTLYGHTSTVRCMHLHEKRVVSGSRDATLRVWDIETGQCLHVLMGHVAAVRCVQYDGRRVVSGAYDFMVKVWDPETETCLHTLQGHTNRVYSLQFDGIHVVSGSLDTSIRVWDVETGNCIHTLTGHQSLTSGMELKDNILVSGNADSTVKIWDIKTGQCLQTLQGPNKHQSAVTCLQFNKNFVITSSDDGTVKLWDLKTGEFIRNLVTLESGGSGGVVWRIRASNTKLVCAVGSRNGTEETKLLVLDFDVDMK
# MITF primary – human MITF inhibition, primary screen. O75030. AlphaScreen MITF homodimerization, bead proximity signal. inhibition, % at 2.6 µM. 650,000 compounds, 0.91% hits; in the data active = inhibition above about 50%;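 also: 0% = vehicle wells with protein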
# TEAD-YAP block – TEAD-YAP interaction inhibition; HEK-TIYL cells, TEAD-Gal4/YAP UAS-luciferase luminescence; inhibition, % at 9.12 µM; 640,000 compounds, 1.4% hits; in the data active = inhibition above about 32%;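 also: 0% = median of test compound wells and 100% = reference inhibitor wells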
# * = called active by the depositor.
SMILES,GPR151 ag,FBW7 activator,MITF primary,TEAD-YAP block
COc1cc(/C=C2\SC(=Nc3cc(C)cc(C)c3)NC2=O)ccc1OCc1ccc([N+](=O)[O-])cc1,1.5,0.0,1,-5
CCOc1ccc(S(=O)(=O)N(CC(=O)NCCSc2ccccc2)c2ccccc2)cc1,5.7*,-0.1,3,7
NC(=O)c1ccc(-c2nc3ccc(C(=O)NCc4cccnc4)cc3s2)cc1,0.8,0.0,7,-19
Cc1ccc(-c2cccc3c2OC(CNC(=O)c2ccc4c(c2)OCCO4)C3)nc1 (centres undefined),1.1,0.0,-14,-24
O=C(Cc1cn(-c2ccc(N3CCCC3CO)nn2)c2ccccc12)Nc1ccc(N2CCOCC2)cc1 (centres undefined),-0.4,-0.2,8,-16
COc1ccc(OC)c(NC(=O)COc2ccccc2C(C)(C)C)c1,-0.5,0.2,17,-4
COc1ccc(CN2Cc3cc4ccc(OC)cc4nc3OC(C)C2=O)cc1 (centres undefined),0.6,-0.1,-6,-3
Cc1cc(=O)nc2c3ccccc3n(CC(=O)N3CC(C)CC(C)C3)n12 (centres undefined),-0.1,0.8,10,7
Cc1ccccc1OCCNC(=O)CNC(=O)c1ccccc1O,1.4,0.3,6,5
Cc1cccc(-c2nc3c(cnn3-c3ccccc3)c(=O)n2-c2ccccc2)c1,-1.4,-0.2,5,5
Cc1ccc(Cl)cc1NC(=O)CSCC(=O)Nc1ccccc1,2.0,0.3,3,7
CC1C(c2ccccc2)NCCC1(O)C#N (centres undefined),-0.5,0.1,5,-2
O=C1C2=C(Nc3[nH]c(=O)[nH]c(=O)c3C2c2ccc(F)cc2)c2ccccc21 (centres undefined),-0.7,0.2,26,-5
CCCNc1nc(-c2cccc(N)c2)nc2c1ncn2-c1ccccc1,1.8,0.1,2,-11
COc1ccc(Nc2ccc(C(=O)O)cn2)cc1,-5.5,0.0,-2,-11
O=C(Nc1c(F)cccc1F)c1cn(-c2ccc(Cl)cc2)c(=O)c2ccccc12,1.0,0.3,10,0
CC(CNC(=O)COc1cc(Cl)c(Cl)cc1Cl)CN(C)C (centres undefined),0.3,-0.1,13,-1
Cc1nc2sc(-c3ccc([N+](=O)[O-])cc3)c(N)c2c(C)c1Cl,-0.6,-0.1,-9,1
COc1cccc(CCNC(=O)c2ccco2)c1,0.7,0.2,-1,-4
O=S(=O)(NCCN1CCCCCC1)c1cccc2cccnc12,-0.4,0.0,15,9
CC(=O)Nc1ccc(S(=O)(=O)NC(CC(=O)N2CCOCC2)C(C)C)cc1 (centres undefined),-2.5,0.1,15,0
CN1CCC(=NNC(=O)C(=O)NC(C)(C)C)CC1,-0.3,-0.2,1,-18
Cc1ccc(N(CC(=O)NCc2ccccc2C)S(C)(=O)=O)cc1C,2.2,-0.1,8,1
COC(=O)CN1C(=O)S/C(=C/c2ccc(C(=O)O)cc2)C1=O,-1.0,-0.1,8,-10
O=C(NNc1ncnc2ccccc12)c1c(O)c(O)cc2ccccc12,-0.3,-1.2,46,10

# Rewritten with bars between the fields: five of the compounds above
molecule | GPR151 ag | FBW7 activator | MITF primary | TEAD-YAP block
NC(=O)c1ccc(-c2nc3ccc(C(=O)NCc4cccnc4)cc3s2)cc1 | 0.8 | 0.0 | 7 | -19
CCOc1ccc(S(=O)(=O)N(CC(=O)NCCSc2ccccc2)c2ccccc2)cc1 | 5.7* | -0.1 | 3 | 7
CC1C(c2ccccc2)NCCC1(O)C#N (centres undefined) | -0.5 | 0.1 | 5 | -2
CCCNc1nc(-c2cccc(N)c2)nc2c1ncn2-c1ccccc1 | 1.8 | 0.1 | 2 | -11
COc1ccc(Nc2ccc(C(=O)O)cn2)cc1 | -5.5 | 0.0 | -2 | -11

# Carrying on.
SMILES,GPR151 ag,FBW7 activator,MITF primary,TEAD-YAP block
O=C(C1CCCN(c2ccc(-n3ccnc3)nn2)C1)N1CCc2ccccc2C1 (centres undefined),-1.1,0.1,5,9
CCc1ccc(NC(=O)CN(c2cccc(Br)c2)S(C)(=O)=O)cc1,0.8,0.4,10,7
COCc1ccc(CN2CCC(n3nccc3NC(=O)c3ccc4c(c3)OCO4)CC2)o1,0.2,0.0,0,21
Cc1nc2ccc(NC(=O)C34CC5CC(CC(C5)C3)C4)cc2s1,-1.0,0.1,-16,-8
COc1cc(CNCc2cccnc2)cc(OC)c1OC,-0.5,-0.1,2,13
Cc1ccccc1N1CCN(S(=O)(=O)N(C)C)CC1,1.1,0.1,8,9
COc1ccc(C(=O)COC(=O)C(C(C)C)N2C(=O)C3C4CCC(C4)C3C2=O)cc1 (centres undefined),0.1,-0.1,-2,-6
COc1ccc(-n2cc(-c3cnccn3)cn2)cc1,-8.6,-0.1,-4,-4
CCCCC(=O)Nc1nn2c(-c3ccc(OC)cc3)nnc2s1,0.2,-0.1,-9,0
O=C1C2C3C=CC(C3)C2C(=O)N1c1ccc(F)cc1F (centres undefined),0.1,0.1,17,-8
CC(=NCCCN1CCOCC1)c1c(-c2ccccc2)[nH]n(-c2nc3ccccc3s2)c1=O,-1.4,-0.2,3,5
CC(C)C(=O)N1c2ccccc2NC2=C(C(=O)CC(C)(C)C2)C1c1ccco1 (centres undefined),-1.5,0.0,9,2
O=S1(=O)CCC(N=Cc2cccc(Oc3ccccc3)c2)C1 (centres undefined),-0.7,-0.2,-9,-4
O=C(OCc1cccc([N+](=O)[O-])c1)c1cc(Br)ccc1O,-0.5,0.1,16,3
Cc1ccc(NCN2C(=O)CCC2=O)cc1,-1.7,-0.1,-6,-3
COc1ccc(CC2(CO)CCN(Cc3nc4ccccc4nc3C)CC2)cc1,1.2,0.0,5,8
COc1cc(C2CC(=O)N(Cc3ccccc3)c3ccccc3S2)cc(OC)c1OC (centres undefined),2.7,0.1,-1,27
COc1ccc(CC(=O)N2CCC(C(=O)NC(c3ccccc3)c3ccsc3)CC2)cc1 (centres undefined),0.7,0.1,-9,-2
Cc1c(-c2ccccc2)[nH]n2c(=O)c3c(nc12)CCC3,-0.6,0.0,-6,-5
OCCCNc1ncc(-c2ccc(Cl)cc2)cn1,5.8*,0.1,0,-5
O=C(Nc1c(-c2ccccc2)nc2ccc(Cl)cn12)c1ccc(Cl)cc1,-0.2,0.2,18,2
O=C(Nc1cc(Cl)ccc1Cl)c1cc(S(=O)(=O)NCC2CCCO2)ccc1F (centres undefined),0.8,-0.1,4,4
COc1ccc(C)cc1N(C)C(=O)CCNC(=O)Cn1cnc2ccccc2c1=O,-0.9,-0.2,7,9
CCOC(=O)c1ccc(N2C(=O)C3ON(c4ccccc4)C(c4ccco4)C3C2=O)cc1 (centres undefined),0.8,0.2,7,3
COc1ccc(-c2cnnn2-c2ccc(-c3csc(N)n3)cc2)cc1,3.9,-0.1,-2,10

# Quoted from the listing:
# Entry of O=S1(=O)CCC(N=Cc2cccc(Oc3ccccc3)c2)C1 (centres undefined) in FBW7 activator: -0.2
# Entry of Cc1ccc(NCN2C(=O)CCC2=O)cc1 in GPR151 ag: -1.7

# 5 records picked at random from the list so far, as already listed:
SMILES,GPR151 ag,FBW7 activator,MITF primary,TEAD-YAP block
CCCCC(=O)Nc1nn2c(-c3ccc(OC)cc3)nnc2s1,0.2,-0.1,-9,0
O=C(Nc1c(-c2ccccc2)nc2ccc(Cl)cn12)c1ccc(Cl)cc1,-0.2,0.2,18,2
O=C(C1CCCN(c2ccc(-n3ccnc3)nn2)C1)N1CCc2ccccc2C1 (centres undefined),-1.1,0.1,5,9
O=C1C2C3C=CC(C3)C2C(=O)N1c1ccc(F)cc1F (centres undefined),0.1,0.1,17,-8
Cc1nc2ccc(NC(=O)C34CC5CC(CC(C5)C3)C4)cc2s1,-1.0,0.1,-16,-8

# (next part)
SMILES,GPR151 ag,FBW7 activator,MITF primary,TEAD-YAP block
Cc1cc(NC(=O)CSc2nc3cc4c(cc3c(=O)n2CCC(=O)NCc2ccc3c(c2)OCO3)OCO4)n[nH]1,-0.1,-0.2,-4,2
CCC(=O)Nc1ccc(C(=O)COC(=O)C(CC(C)C)NC(N)=O)cc1 (centres undefined),-1.5,0.0,-2,27
O=C(CSc1ncccn1)N/N=C/c1ccccc1Br,0.7,0.0,14,1
Cc1onc(-c2ccccc2)c1C(=O)NCc1ccc(F)cc1,-1.7,0.0,2,-3
Cc1ccc(S(=O)(=O)Nc2ccccc2C(=O)O)cc1,-0.2,0.0,8,-3
NC(=O)c1ccccc1,-0.2,0.2,-1,6
CCCCC(=O)NNC(=O)C(C)Oc1ccc(Cl)cc1Cl (centres undefined),0.0,-0.1,-7,3
COc1ccc(N(CC(=O)NC(C)(C)C)S(C)(=O)=O)c(OC)c1,-0.4,0.4,15,3
CC(C)(C)C(=O)COc1ccc(NC(=O)c2cccc([N+](=O)[O-])c2)cc1,0.3,-0.2,0,-32
Cc1ccc2nc(-c3ccc4ccccc4c3)cn2c1,-6.5,0.0,2,94*
O=C(Nc1ccccc1)c1c(O)c2ccccc2oc1=O,-0.2,-0.2,-2,-24
CCCCCC(=O)NC(Cc1ccccc1)C(=O)O (centres undefined),0.3,0.1,-3,-1
CC(=O)c1cccc(Nc2nc3ccc(C)cc3n3cnnc23)c1,2.7,0.1,-2,1
CCCCn1c(SCC(=O)OCC)nnc1-c1ccoc1C,-0.1,0.1,14,-4
CC(=O)c1ccc(NC(=S)Nc2ccc(C)c(S(=O)(=O)N(C)C)c2)cc1,1.2,-0.1,13,-1
COC(=O)c1ccc(OC(C)C(=O)c2ccc(C)cc2)cc1 (centres undefined),1.7,0.0,-6,-8
CN1C2=C(C(=O)CC(C)(C)C2)C(c2ccc(Cl)cc2)C2=C1CC(C)(C)CC2=O,0.0,0.1,1,0
COc1ccc(Nc2nc(-c3sc(N)nc3C)cs2)cc1,-1.3,-0.2,1,-20
CSc1nc2c(sc(=S)n2-c2ccccc2C)c2nc3ccccc3n12,-0.6,0.1,-1,7
Cc1ccc(NC(=O)N[C@H]2C[C@H]3C(=O)N[C@@H](CO)C(=O)N3C2)cc1Cl,-0.9,0.7,8,2
CCN(CC)c1ccc(NC(=O)COc2ccc(C)cc2)cc1,2.1,-0.1,5,1
O=C(OCCN1C(=O)c2cccc3c(N4CCOCC4)ccc(c23)C1=O)c1ccccc1[N+](=O)[O-],0.2,0.1,1,-1
COc1ccc(-c2nc3cnccn3c2NC2CCCCC2)cc1OC,-0.9,0.1,2,-22
Cc1cc(NC(=O)c2ccc(Br)cc2)nc(C)n1,0.5,0.0,4,-5
C=CCNC(=O)CSc1nnc(-c2cccs2)n1C,1.0,0.1,4,12
# Next results
SMILES,GPR151 ag,FBW7 activator,MITF primary,TEAD-YAP block
Cc1nc2cc(-c3cccs3)nn2c(N(C)CCO)c1C,-1.0,-0.1,4,5
CCOC(=O)COc1cccc2c(=O)n(CC(=O)Nc3ccc(OC)cc3)ccc12,2.3,-0.1,3,18
Cc1cc(C)n2nc(C(=O)OCC(=O)N(C3CCCCC3)C3CCCCC3)nc2n1,-0.5,0.0,6,7
COc1cccc(NC(=O)C(C)n2ncn3cccc3c2=O)c1 (centres undefined),-0.2,-0.2,-3,-6
CSc1ccc(/C=C2\N=C(c3ccccc3Cl)OC2=O)cc1,1.3,0.1,15,2
COc1ccc(-c2cc(C(=O)Nc3cnn(Cc4ccc(F)cc4)c3)no2)cc1,0.5,0.0,-4,5
CC(Oc1ccccc1)C(=O)N1CCC2(CC1)CC2C(=O)N1CCN(c2ccccn2)CC1 (centres undefined),0.1,0.8,18,1
CCOC(=O)C1=C(C)N=c2s/c(=C\c3cc([N+](=O)[O-])ccc3N3CCOCC3)c(=O)n2C1c1ccc(OC)c(OC)c1 (centres undefined),4.0,0.0,5,4
CN1C(=O)c2ccc(NC(=O)c3c(F)cccc3F)cc2C1=O,1.9,-0.1,4,-1
CCNS(=O)(=O)c1ccc(NC(=O)c2ccc(Cn3cc([N+](=O)[O-])cn3)o2)cc1,0.1,0.0,22,4
CCN1CCN(C(=O)CN(c2ccccc2OC)S(=O)(=O)c2ccc(OC)cc2)CC1,-0.6,-0.2,-1,-6
COc1cc(CN2CCCN(C)CC2)cc([N+](=O)[O-])c1O,-0.3,-0.1,31,5
O=C(Nc1ccccc1-c1ccccc1)c1ccco1,-0.8,0.4,7,2
COc1ccc(NC(=O)Cn2ncc3c2-c2ccccc2OC3)cc1Cl,1.1,0.8,23,-2
Oc1c(C(c2ccco2)N2CCN(c3ccccc3)CC2)sc2ncnn12 (centres undefined),-1.4,-0.1,-13,8
C=CCOC(=O)C1=C(C)NC(C)=C(C(=O)OCC=C)C1c1ccccc1Cl,-0.2,0.2,4,-1
CC(C)(C)C(=O)CN1CCN(c2ccc(F)cc2)CC1,-2.0,0.0,-11,-6
COc1ccc(C(=O)Nc2ccccc2)cc1S(=O)(=O)NCc1ccccc1,-0.6,0.2,-3,-6
Cc1ccc(-c2ccc(SCC(=O)N3CCCCC3)nn2)cc1,0.1,-0.3,-4,-20
CCCCc1ccc(C(=O)Oc2ccc(-c3ccc(CCC)cn3)cc2)cc1,0.0,0.3,-4,70*
O=C(O)c1nc2ccccc2c(=O)[nH]1,-0.3,0.1,-1,-1
COc1cc(C(=O)Nc2ccc(C(N)=O)cc2)c([N+](=O)[O-])cc1OC,0.3,0.2,15,9
O=C(CCSCc1ccccc1F)NCCC1=CCCCC1,-0.7,0.0,3,-5
CCOCCCNC(=O)c1ccc2c(c1)ncn2-c1cc(C)ccc1OC,1.1,-0.1,0,6
CSc1cccc2sc(NC(=O)c3ccccc3)nc12,1.5,0.8,3,-28
NS(=O)(=O)c1ccc(CCNC(=O)/C=C/c2cccc([N+](=O)[O-])c2)cc1,2.5,-0.2,13,9
NC(C(=O)N1CCC(C(=O)Nc2ccncc2)CC1)c1ccc(Br)cc1 (centres undefined),-1.0,-0.1,9,-5
CC(=O)C1C(c2ccc(C(F)(F)F)cc2)NC(=O)NC1(O)C(F)(F)F (centres undefined),-0.7,0.0,-4,12
